Compound activity as filed in PubChem BioAssay.
Ub-GFP proteasome – inhibits proteasome, raising ubiquitin-GFP reporter fluorescence. Ubiquitin-GFP reporter cells, proteasome inhibition, GFP fluorescence; response scale: untreated = 0%, 10 µM MG-132 = 100%. Potency, µM (top dose mostly 45.9 µM), for inactives: top-dose activation (GFP accumulation), usual class: activators. 67,000 tested, under 10 active; active means well fitted activation curve with a large enough effect, not every such curve was filed as active; inconclusive means small, poorly fitted or top-dose-only effect, or another doubt; inactive means no such curve, though single readings can be large or run the other way; further: potency means the concentration at half of the fitted maximal effect
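U2OS cells expressing ubiquitin(G76V)-GFP, seeded overnight in 0.5% FBS medium, then treated 4 hr at 37 C across 46 uM to 2.9 nM. GFP-positive cells counted by laser cytometry (488 ex/515 em); %activity scaled between basal and 10 uM MG-132.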
A350 autofl – compounds fluorescent in Alexa 350 spectral region; Compound autofluorescence, 340/450 nm, Alexa 350 dye-equivalents; hits give high values; max dye-equivalent concentration, M; 11% of 59,000 active; AID 590; in the data active means max dye-equivalent concentration above about 10 nM; inconclusive means mostly about 1.1 nM to 9.6 nM
ERK AVP block – blocks ERK signaling stimulated by vasopressin; HEK293-V1b, vasopressin-stimulated pERK AlphaScreen; Potency, µM (titrated, usually from 57.5 µM), for inactives: top-dose activity, negative = inhibition, usual class: inhibitors; 0.99% of 72,000 active; further: potency means the concentration at half of the fitted maximal effect; on the % scale 0 is the no-effect control and ±100 the full control effect; nearly all actives have a fitted effect of over 55% in size
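HEK293 cells stably expressing V1b receptor, seeded overnight in 1% FBS, were treated with compounds for 30 min at 37C, then stimulated 5 min with 25 nM vasopressin; phospho-ERK read by AlphaScreen SureFire after lysis.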
Fluorescein autfl – compound fluoresces in the fluorescein spectral region. Compound autofluorescence, 480/540 nm, fluorescein-equivalent; hits give high values. max fluorescein-equivalent concentration, M. 0.91% of 59,000 active; in the data active means max fluorescein-equivalent concentration above about 10 nM; inconclusive means between about 1.1 nM and that limit
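In this qHTS profile, compound fluorescence was measured with a 480 nm/540 nm filter pair following a 15-min room-temperature incubation in 100 mM Tris (pH 8.0). A six-point fluorescein series on each plate served for normalization.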
Hsp90 Hop PPI – changes Hsp90-Hop TPR2A binding signal, up or down | AlphaScreen TPR2A-His6 binding biotin-Hsp90 C-terminal peptide | Potency, µM (highest dose often 57 µM), without a hit: at the highest dose activity change, negative = inhibition | 0.44% of 71,000 active | AID 595; active means well fitted curve in either direction with a large enough effect; inconclusive means small, poorly fitted or top-dose-only effect, or another doubt; further: potency means the concentration at half of the fitted maximal effect; on the % scale 0 is the no-effect control and ±100 the full control effect; many of its hits are not listed in these tables
Epigenetic mod – derepresses silenced GFP locus in mouse C127i cells; Potency, µM (highest dose often 46.1 µM), for the others: at the highest dose GFP derepression (activation); 0.09% of 68,000 active; mouse C127i GFP locus derepression, cytometry, 30 h; further: % of control where 0% means no effect
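Read-out is the number of GFP-positive cells, scored as fluorescent objects 20 to 120 um wide, reflecting derepression of a silenced CMV-GFP reporter in murine C127i cells after 30 h compound exposure at 37 C.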
CRE-bla Fsk – CRE-bla signaling modulation under forskolin stimulation. CHO CRE-bla reporter (cAMP response element driving beta-lactamase), forskolin EC10, beta-lactamase ratio. Potency, µM (doses to about 38.2 µM), for the others: top-dose activity change, negative = inhibition, most hits filed as activators. 2.5% of 71,000 active. AID 662; active means well fitted activation curve with a large enough effect in the signal ratio, with a control signal flat, not every such curve was filed as active; inconclusive means small, poorly fitted or top-dose-only effect, or effect the other way, or a change in a side signal; the % refers to the signal ratio; further: potency means the concentration at half of the fitted maximal effect; % of control where 0% means no effect
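Modulation of forskolin-driven signalling is measured in CHO cells carrying a CRE-controlled beta-lactamase reporter. Cells are stimulated with EC10 NKH 477 in the presence of titrated compound for 3 h at 37 °C, then loaded with CCF4 for 2 h at room temperature.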
HBB splicing – modulators of hemoglobin beta chain splicing | HBB splicing reporter cell assay, activation; EGFP reporter with mutant IVS2-654 intron; response scale: normalised to 500 nM splice-correcting PNA | 0.06% of 65,000 active | Potency, µM (series often up to 46.1 µM), for the others: at the top dose activation, hits mostly activators; further: potency means the concentration at half of the fitted maximal effect; 0% is about no effect
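Compounds were applied for 2 days to HeLa EGFP-654 cells, 500/well in Optimem with 2% FCS. The reporter's EGFP is disrupted by mis-splicing of beta-globin intron IVS2-654. Readout: summed well GFP fluorescence from 488 nm laser scanning; reference was 500 nM antisense […] 654 PNA.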
FLuc inh – blocks Photinus pyralis firefly luciferase activity; P08659; purified firefly luciferase, luminescence, 8 min; Potency, µM (series often up to 57.1 µM), inactives show at the highest dose activity change, negative = inhibition, hits mostly inhibitors; 2.2% of 72,000 active; further: potency means the concentration at half of the fitted maximal effect; on the % scale 0 is the no-effect control and ±100 the full control effect; nearly all actives have a fitted effect of over 40% in size
Target sequence (P08659 whole entry, looked up): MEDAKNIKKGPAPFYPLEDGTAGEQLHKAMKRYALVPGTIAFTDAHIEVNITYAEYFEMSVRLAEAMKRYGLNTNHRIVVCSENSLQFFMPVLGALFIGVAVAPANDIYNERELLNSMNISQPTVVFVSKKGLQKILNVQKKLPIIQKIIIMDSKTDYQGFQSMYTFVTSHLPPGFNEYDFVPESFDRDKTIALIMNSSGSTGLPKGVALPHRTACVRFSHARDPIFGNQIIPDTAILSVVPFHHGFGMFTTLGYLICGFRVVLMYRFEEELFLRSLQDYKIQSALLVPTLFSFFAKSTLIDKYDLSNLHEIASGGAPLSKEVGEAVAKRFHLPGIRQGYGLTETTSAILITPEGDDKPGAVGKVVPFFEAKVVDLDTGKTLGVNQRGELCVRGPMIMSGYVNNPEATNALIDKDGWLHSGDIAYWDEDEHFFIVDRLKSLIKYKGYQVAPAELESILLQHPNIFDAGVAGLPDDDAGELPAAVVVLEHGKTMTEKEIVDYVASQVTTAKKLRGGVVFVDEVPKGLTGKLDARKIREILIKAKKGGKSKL
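Substrate buffer containing 10 uM ATP (pH 7.2 imidazole, Mg2+, KCl, detergent, BSA) is dispensed, compound pinned in, then luciferase/luciferin detector mix added. After 8 min at ambient temperature, light output is measured.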
Texas Red fluor – compounds fluorescent in Texas Red spectral region; Compound fluorescence, Texas Red channel, 547/618 nm; hits give high values; max dye-equivalent concentration, M; 0.06% of 59,000 active; AID 587; in the data active means max dye-equivalent concentration above about 10 nM; inconclusive means between about 1.1 nM and that limit
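Compound fluorescence was read after 15 min at room temperature in 100 mM Tris, pH 8.0, using 547 nm excitation and 618 nm emission across a concentration series. It was expressed as Texas Red dye-equivalent concentration from an on-plate standard curve.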
4-MU autofl – compound fluoresces in the 4-MU spectral region | compound autofluorescence, 340/450 nm, 4-MU equivalents; hits give high values | max dye-equivalent concentration, M | 11% of 59,000 active | AID 589; in the data active means max dye-equivalent concentration above about 10 nM; inconclusive means mostly about 1.1 nM to 9.6 nM
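Compounds in 100 mM Tris, pH 8.0, incubated 15 min at room temperature, then fluorescence read at 340 nm excitation/450 nm emission. Signal converted to 4-MU dye-equivalent concentration using an on-plate six-point 4-MU standard curve.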
* = called active by the depositor; i = inactive; ? = inconclusive; nt = not tested or not shown; [ ] = remark or other dose. Unless noted, the call rests on the fitted dose curve; in most records, active means well fitted curve in the direction sought with a large enough effect; inconclusive means small, poorly fitted or top-dose-only effect, or another doubt; inactive means no such curve, though single readings can be large; an effect the other way counts as inactive or inconclusive. These rows are one share of the data (hit frequency here may not be typical).

SMILES | Ub-GFP proteasome | A350 autofl | ERK AVP block | Fluorescein autfl | Hsp90 Hop PPI | Epigenetic mod | CRE-bla Fsk | HBB splicing | FLuc inh | Texas Red fluor | 4-MU autofl
Cc1ccc(-n2c(=O)[nH]cc(C(=O)Nc3ccc4c(c3)OCCO4)c2=O)cc1 | 2.0% | ? | 5.1% | i | 0.7% | -0.1% | ? | -1.0% | 0.3% | ? | i
Cc1cccc(CNc2ncncc2-c2ccccc2CN(C)C)c1 | 16.4% | ? | -1.0% | ? | -1.8% | -2.9%[9.22 µM] | -0.2% | -0.2% | 2.2%[2.29 µM] | i | i
O=C(CN1CCN(S(=O)(=O)c2ccc(F)cc2)CC1)Nc1ccccc1F | 2.5% | i | 37.8%[activator] | i | 29.0% | -0.2% | ? | -0.4% | 5.5% | i | i
CC1(C)CC(=O)C2=C(C1)OC(N)=C(C#N)[C@@]21C(=O)N(CC(N)=O)c2ccccc21 | nt | 9.62e-08M* | nt | ? | nt | 2.4%[20.6 µM] | nt | nt | 2.4%[25.5 µM] | i | 9.18e-08M*
Cc1nnc(SCCn2c(N3CCCCC3)nc3c2c(=O)n(C)c(=O)n3C)s1 | -6.2% | i | -7.3% | i | -2.5% | -2.7% | -2.0% | nt | 6.0% | i | i
CCc1cccc(CC)c1N(COC)C(=O)Cn1ccccc1=N | -1.3% | i | 14.6% | i | 0.2% | 1.3% | -3.8% | nt | -0.3% | i | i
O=C(CN(Cc1ccco1)C(=O)CNS(=O)(=O)c1ccc(F)cc1)NCc1ccc(F)cc1 | 2.1% | i | -9.4% | i | 0.2% | -1.3% | -10.4% | nt | -3.0% | i | i
O=C(COC(=O)C1CC(=O)N(Cc2ccco2)C1)c1ccc(OC(=O)c2ccco2)cc1 (stereo unspecified) | 0.0% | i | 9.7% | i | -4.0% | 1.2% | -7.0% | 0.1%[57.5 µM] | -11.7% | i | i
CCCCN(C)C(=O)c1cn(CC)c2ccc(S(=O)(=O)N(C)C)cc2c1=O | 5.7% | nt | -10.5% | nt | -5.7%[2.3 µM] | nt | 1.2% | -0.8% | -8.6% | nt | nt
Cc1ccc2occ(C(c3nnnn3C3CCCC3)N3CCN(C(=O)c4ccco4)CC3)c(=O)c2c1 (stereo unspecified) | 0.8% | i | -29.8% | ? | -6.5% | 1.3% | 0.4% | 0.1% | 5.3% | i | i
Cc1cc(C)n2nc(C(=O)Nc3ccc4c(c3)OCO4)nc2n1 | 6.4% | i | -9.9% | ? | -6.7% | 0.0% | 5.2% | -0.1% | ? | ? | i
COc1ccc(S(=O)(=O)Nc2c(C)ccc3nsnc23)cc1OC | 6.2% | i | -6.4% | i | -3.8% | -2.1% | ? | 5.7% | 2.5% | i | i
CCOC(=O)C1CCCN(c2nc3ccccc3nc2C(C#N)C(=O)OC(C)COC)C1 (stereo unspecified) | nt | 1.48e-08M* | nt | ? | nt | -5.9%[20.6 µM] | nt | nt | 2.0%[25.5 µM] | i | 1.12e-08M*
Cc1nnc(N(C)C(=O)c2cccnc2)s1 | 6.1% | i | 11.0% | i | 1.2% | 0.4% | -3.3% | -0.8% | -2.2% | ? | i
COC(=O)c1[nH]c2ccc(F)cc2c1NC(=O)CCN1CCN(Cc2ccc3c(c2)OCO3)CC1 | -0.2% | ? | ? | i | -3.3% | 4.7% | -15.3% | -0.2%[57.5 µM] | 1.2% | i | i
CC1(C)CCN(Cc2ccccc2)C1CC#N (stereo unspecified) | nt | i | nt | i | nt | 0.0%[20.6 µM] | nt | nt | 0.3%[25.5 µM] | i | i
CCCNC(=O)NCCc1c(C)[nH]c2ccccc12 | 6.7% | nt | 5.8% | nt | -1.4% | 0.4% | -5.9% | -1.2% | -2.3% | nt | nt
Cc1cc(C)n(C2CCCCC2OC(=O)c2ccccc2)n1 (stereo unspecified) | nt | i | nt | i | nt | 4.9%[20.6 µM] | nt | nt | -1.9%[25.5 µM] | i | i
C=CCOc1ccc(C2NC(=O)NC(C)=C2C(=O)OC)cc1 (stereo unspecified) | 6.7% | i | -18.3% | ? | -3.6% | -2.0% | -7.4% | -2.4% | -3.6% | i | i
Cc1cc(C)cc(-c2nnc(SCC(=O)N3CCN(C(=O)c4ccco4)CC3)o2)c1 | -1.1% | i | ? | i | -2.4% | 3.8% | -0.3% | -0.2%[57.5 µM] | 2.2% | i | i
O=C(C(Cc1ccccc1)n1cccc1)N1CCN(Cc2ccccc2)CC1 (stereo unspecified) | -10.5% | nt | ? | nt | -22.8% | 0.0% | -3.3% | -0.8% | 0.5% | nt | nt
O=C1C(Cl)=C(N2CCOCC2)C(=O)N1c1cccc(Cl)c1 | -1.6%[9.17 µM] | nt | ? | nt | -1.1%[11 µM] | 0.4% | ? | 0.0%[0.0738 µM] | 1.2% | nt | nt
Cc1cc(CN2CCCCC2)c(O)c(CN2CCCCC2)c1 | 0.9%[9.17 µM] | i | -19.3%[11.5 µM] | ? | -5.2%[11 µM] | 8.2%[9.22 µM] | 8.3%[7.6 µM] | 1.9%[9.22 µM] | 3.2%[11.4 µM] | i | i
CCC(C)n1[nH]c(=O)c2c(C)cc(C)nc21 (stereo unspecified) | 1.7% | ? | 15.5% | i | -1.2% | 2.5% | ? | nt | 4.6% | i | ?
Nc1nc(-c2ccco2)nn1C(=O)CCc1ccccc1 | 7.2% | i | -29.5% | i | -5.8% | 5.4% | -8.3% | -0.2% | 2.2% | i | i
CCOC(=O)c1[nH]c(C)c(/C(O)=C2\C(=O)C(=O)N(CCCN3CCOCC3)C2c2cccnc2)c1C (stereo unspecified) | -5.2% | i | 28.3% | i | ? | 2.1% | ? | -1.8%[57.5 µM] | 1.5% | i | i
O=C(NCCSCc1ccco1)Nc1ccc(Cl)cc1 | -5.0% | i | -27.7% | i | -1.7% | 0.0% | 16.7% | 3.4% | ? | i | i
CN1C(=O)C2(N=c3ccccc3=N2)c2ccccc21 | nt | 1.2e-07M* | nt | ? | nt | 2.2%[20.6 µM] | nt | nt | -4.7%[25.5 µM] | i | 1.11e-07M*
COc1cccc(NC2c3ccccc3C(=O)N2Cc2ccco2)c1 (stereo unspecified) | -2.9% | nt | ? | nt | -9.0% | -1.6% | -9.4% | -0.6% | -1.7% | nt | nt
CC(C)C(c1nnnn1C(C)(C)C)N1CCN(c2cccc(Cl)c2)CC1 (stereo unspecified) | 2.0% | i | ? | ? | -7.1% | 1.4% | -6.9% | 0.2%[57.5 µM] | -0.8% | i | i
COC(=O)c1ccccc1NC(=O)C1CCCN(S(=O)(=O)c2ccc(F)cc2)C1 (stereo unspecified) | -4.0% | i | -10.3% | i | 3.0% | 1.7% | 12.2% | 1.0% | -2.7% | i | i
C/C(Cl)=C\Cn1c(Nc2cccc(C)c2)nc2c1c(=O)n(C)c(=O)n2C | -5.3% | i | -23.1% | ? | -4.8% | 4.7% | 12.9% | 2.0%[57.5 µM] | 0.8% | ? | i
CCOc1ccc(C2CC(c3ccccc3C)n3nc(N)nc3N2)cc1 (stereo unspecified) | -5.7% | nt | ? | nt | -3.7%[2.3 µM] | nt | -5.1% | -0.5% | 2.7% | nt | nt
COc1ccccc1N1CCN(C2=NS(=O)(=O)c3ccccc32)CC1 | 1.6% | i | -13.4% | ? | -1.4% | -1.6% | -2.0% | -1.5% | 0.2% | i | i
CC(=C1C(=O)c2ccccc2C1=O)N1CCC(C(N)=O)(N2CCCCC2)CC1 | -2.5% | i | -10.3% | i | -2.8% | 0.0% | -9.8% | 0.5% | 1.2% | i | i
Cc1c2c(nc3c(C(=O)NC4CCCC4)cnn13)CCCC2 | 20.0% | ? | 0.3% | ? | -3.0% | -2.6% | 2.51µM* | 2.8% | 0.8% | ? | ?
CC(=O)Nc1cc(C(=O)O)ccc1S(=O)(=O)c1ccc(C)cc1 | -1.7% | 1.18e-08M* | -7.4% | ? | 0.2% | 1.6% | ? | 0.7%[57.5 µM] | 1.7% | i | ?
CC1CN(S(=O)(=O)c2ccc(NC(=O)CCN3C(=O)c4ccccc4C3=O)cc2)CC(C)O1 (stereo unspecified) | -14.4% | i | -18.0% | i | 1.5% | -0.6% | ? | -1.5% | 1.1% | ? | i

Complete entries as entered above. Values in the order: Ub-GFP proteasome | A350 autofl | ERK AVP block | Fluorescein autfl | Hsp90 Hop PPI | Epigenetic mod | CRE-bla Fsk | HBB splicing | FLuc inh | Texas Red fluor | 4-MU autofl
Record of C/C(Cl)=C\Cn1c(Nc2cccc(C)c2)nc2c1c(=O)n(C)c(=O)n2C : -5.3% | i | -23.1% | ? | -4.8% | 4.7% | 12.9% | 2.0%[57.5 µM] | 0.8% | ? | i
Record of CCOc1ccc(C2CC(c3ccccc3C)n3nc(N)nc3N2)cc1 (stereo unspecified) : -5.7% | nt | ? | nt | -3.7%[2.3 µM] | nt | -5.1% | -0.5% | 2.7% | nt | nt
